Screens: PubChem BioAssay, National Center for Advancing Translational Sciences (NCATS)
BAZ2B inh: BAZ2B (human) inhibition. AlphaScreen BAZ2B-H3K14Ac peptide displacement. 360,000 tested, 4.4% active. Potency, µM (highest dose often 114 µM), without a hit: at the top dose activity change, negative = inhibition, usual class: inhibitors. Q9UIF8; note: potency is the fitted concentration of half-maximal effect; % is set by controls: 0 for no effect and ±100 for the full control effect; nearly all actives have a fitted effect of over 60% in size
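AlphaScreen displacement: compounds (up to 110uM) incubated 30 min at room temperature with a preformed 50 nM BAZ2B/50 nM biotinylated H3K14Ac peptide complex in PBS pH 7.4 with Tween-20. Donor and acceptor beads at 10 ug/mL final added, 20 min light-protected before reading.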
Tb PGK inh: inhibitors of T. brucei phosphoglycerate kinase | PGK/GAPDH coupled, Kinase-Glo luminescence, 60 min | P07378 | 380,000 tested, 0.043% active | Potency, µM (doses to about 57.5 µM), without a hit: at the highest dose activity change, negative = inhibition, usual class: inhibitors; note: potency is the fitted concentration of half-maximal effect; % is set by controls: 0 for no effect and ±100 for the full control effect; nearly all actives have a fitted effect of over 60% in size
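Recombinant glycosomal PGK reaction used 1,3-bisphosphoglycerate generated in-well by GAPDH (100nM final) in 100mM TEA pH 7.6, 5mM MgCl2, 0.01% Tween-20. After 60 minutes at room temperature, ATP was read by Kinase-Glo Plus luminescence end-point.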
Pin1 inhibitor: human Pin1 inhibition. Potency, µM (titrated, usually from 115 µM), inactives show top-dose activity, negative = inhibition, actives largely listed as inhibitors. 390,000 tested, 0.009% active. Pin1 FP peptide displacement, HiFluor488, 10 min; active = well fitted inhibition curve with a large enough effect in the polarisation, with a control signal flat, not every such curve was filed as active; inconclusive = small, poorly fitted or top-dose-only effect, or effect the other way, or a change in a side signal; inactive = no such curve, though single readings can be large or run the other way; the % refers to the polarisation; note: potency is the fitted concentration of half-maximal effect; % is set by controls: 0 for no effect and ±100 for the full control effect
Target sequence (Q13526 whole entry, looked up): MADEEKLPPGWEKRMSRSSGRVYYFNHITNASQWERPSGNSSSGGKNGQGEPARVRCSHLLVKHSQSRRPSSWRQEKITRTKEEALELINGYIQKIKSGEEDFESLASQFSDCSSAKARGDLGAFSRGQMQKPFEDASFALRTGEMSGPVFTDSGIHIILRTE
JMJD2A Tudor: blocks the human JMJD2A Tudor domain; O75164; AlphaScreen JMJD2A-Tudor / H3K4me3 peptide binding; Potency, µM (series often up to 114 µM), without a hit: at the highest dose activity change, negative = inhibition, hits mostly inhibitors; 390,000 tested, 4.4% active; note: potency is the fitted concentration of half-maximal effect; % is set by controls: 0 for no effect and ±100 for the full control effect; nearly all actives have a fitted effect of over 50% in size
GLS inh: inhibitors of human glutaminase (GLS); Potency, µM (series often up to 45.5 µM), without a hit: at the top dose activity change, negative = inhibition, actives largely listed as inhibitors; GLS enzymatic activity, qHTS titration; AID 624170; 410,000 tested, 0.21% active; note: potency is the fitted concentration of half-maximal effect; % is set by controls: 0 for no effect and ±100 for the full control effect
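Compounds were pin-transferred onto hKGA, after which L-glutamine (1 mM solution) and a detection mix of glutamate oxidase, HRP and Amplex Red were added. Initial and 30 min RT fluorescence reads were collected.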
HP1b binding inh: inhibitors of HP1-beta chromodomain binding to methylated histone tails; AlphaScreen HP1-beta / biotin-H3K9me3 peptide binding; AID 540317; 390,000 tested, 0.56% active; Potency, µM (highest dose often 114 µM), inactives show top-dose activity change, negative = inhibition, actives largely listed as inhibitors; note: potency is the fitted concentration of half-maximal effect; nearly all actives have a fitted effect of over 70% in size; inactives centre near 23
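AlphaScreen: HP1-beta (50 nM) preformed 30 min with biotin-H3(1-18)K9me3 peptide (50 nM) in PBS pH 7.4, 0.01% Tween-20. Compound added for 30 min at RT, then streptavidin donor/nickel chelate acceptor beads (10 ug/mL) for 30 min.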
G9a inh: inhibitors of human histone lysine methyltransferase G9a | Q96KQ7 | Potency, µM (titrated, usually from 102 µM), inactives show at the highest dose activity, negative = inhibition, actives largely listed as inhibitors | AID 504332 | G9a H3K9 monomethylation, AlphaScreen, 2 h | 350,000 tested, 8.8% active; note: potency is the fitted concentration of half-maximal effect; % is set by controls: 0 for no effect and ±100 for the full control effect; nearly all actives have a fitted effect of over 75% in size
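Using a bead-based AlphaScreen, monomethylated H3K9 product from 2 h room-temperature reactions (G9a 20 nM, peptide 500 nM, SAM 20 uM) was detected with 0.5 ug/mL rabbit anti-H3K9me1 antibody.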
ERG Ets-DNA blk: ERG Ets/DNA interaction inhibition. 370,000 tested, 0.028% active. P11308. AID 624246. Potency, µM (highest dose often 76.9 µM), for inactives: at the highest dose FP activity, negative = inhibition, usual class: inhibitors. fluorescence polarization, His-ERG Ets domain / labelled DNA; active = well fitted inhibition curve with a large enough effect in the polarisation, with a control signal flat; inconclusive = small, poorly fitted or top-dose-only effect, or effect the other way, or a change in a side signal; inactive = no such curve, though single readings can be large or run the other way; the % refers to the polarisation;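 note: polarization taken with two DNA probes labelled with fluorescein and Texas red; potency is the fitted concentration of half-maximal effect; % of control where 0% means no effect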
Target sequence (P11308 whole entry, looked up, the tested form may be a part): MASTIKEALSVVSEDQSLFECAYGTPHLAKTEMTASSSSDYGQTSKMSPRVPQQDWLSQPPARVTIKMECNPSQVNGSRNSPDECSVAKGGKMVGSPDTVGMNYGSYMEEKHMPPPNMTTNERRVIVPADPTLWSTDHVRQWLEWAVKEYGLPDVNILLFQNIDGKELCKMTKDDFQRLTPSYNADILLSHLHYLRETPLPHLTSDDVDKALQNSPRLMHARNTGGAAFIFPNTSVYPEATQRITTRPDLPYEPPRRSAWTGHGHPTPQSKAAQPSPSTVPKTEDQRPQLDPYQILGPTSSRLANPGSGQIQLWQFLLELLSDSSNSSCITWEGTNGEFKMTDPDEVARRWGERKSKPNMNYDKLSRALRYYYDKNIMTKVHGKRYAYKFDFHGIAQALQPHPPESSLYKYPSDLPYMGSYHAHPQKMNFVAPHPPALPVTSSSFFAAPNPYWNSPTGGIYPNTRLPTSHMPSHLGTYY
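His-tagged ERG Ets domain (1 uM in the protein solution; 300mM KCl, 50mM Tris-HCl, 1mM EDTA, 1mM DTT, pH 7.5) received compound, then a probe mix of 5 nM fluorescein-DNA and 100nM Texas-615-DNA. Fluorescence polarization was read for both dyes.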
PI4K2A inh: PI4K2A (human) kinase inhibition; purified PI4K2A, ADP-Glo luminescence, 1 h; hits give low values; activity change, negative = inhibition, % at 76.9 µM; 420,000 tested, 0.13% active; AID 1346378; in the data active = activity change below about -50%; inconclusive = mostly about -30% to -49%;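 note: -100% = wells without enzyme as full effect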
Target sequence (Q9BTU6 whole entry, looked up): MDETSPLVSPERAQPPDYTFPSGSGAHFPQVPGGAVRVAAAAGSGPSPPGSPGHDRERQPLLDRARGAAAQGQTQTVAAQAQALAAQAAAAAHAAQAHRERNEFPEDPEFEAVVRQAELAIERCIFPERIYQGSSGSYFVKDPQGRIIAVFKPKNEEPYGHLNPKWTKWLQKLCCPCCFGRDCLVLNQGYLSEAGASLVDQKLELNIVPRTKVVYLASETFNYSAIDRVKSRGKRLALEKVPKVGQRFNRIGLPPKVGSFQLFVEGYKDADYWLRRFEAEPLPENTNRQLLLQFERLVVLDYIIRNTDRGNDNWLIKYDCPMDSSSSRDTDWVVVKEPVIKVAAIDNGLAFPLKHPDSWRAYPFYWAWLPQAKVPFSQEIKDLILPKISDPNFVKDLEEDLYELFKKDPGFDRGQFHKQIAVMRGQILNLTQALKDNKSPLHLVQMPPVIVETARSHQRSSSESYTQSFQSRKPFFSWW
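Compounds are screened against recombinant PI4K2A using PI as substrate and ATP, the latter dispensed at 300 microM. Reactions run one hour at ambient temperature before ADP-Glo detection; full inhibition defined by wells lacking enzyme.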
* marks the source's active call; other numbers are inactive results; i = inactive; ? = inconclusive; . = not tested or not shown; & = joins results of further samples; [ ] = remark or other dose. Unless noted, calls come from the whole dose curve; as a rule, active = well fitted curve in the direction sought with a large enough effect; inconclusive = small, poorly fitted or top-dose-only effect, or another doubt; inactive = no such curve, though single readings can be large; an effect the other way counts as inactive or inconclusive.

(1) CCOC(=O)c1c(CN(CC)CC)n(C)c2cc(Br)c(O)cc12
(2) Cc1ccc(SC(C)C(=O)NCc2ccc(F)cc2)cc1 (stereo unspecified)
(3) CCOC(=O)c1ccccc1NC(=O)c1sc2nc3n(c(=O)c2c1C)CCCCC3
(4) CCCn1c(SCC(=O)Nc2cccc(S(=O)(=O)N3CCCC3)c2)n[nH]c1=O
(5) Cc1ccc(NC(=O)OCCNC(=O)OC(C)C)cc1
(6) O=C(NCc1nnnn1-c1ccc(F)c(F)c1)c1ccc2c(c1)OCO2
(7) O=C(NCc1ccco1)/C(=C/c1ccco1)NC(=O)c1ccc(Br)o1
(8) O=C(CNc1cccc2ccccc12)N/N=C/c1ccc([N+](=O)[O-])o1

Screen / compound no.,1,2,3,4,5,6,7,8
BAZ2B inh,-14%,3%,-2%,.,-33%,7%,-8%,?
Tb PGK inh,-8%,-10%,i,-2%,1%,-7%,-13%,-11%
Pin1 inhibitor,4%,-11%,3%,5%,7%,0%,-8%,0%
JMJD2A Tudor,-14%,-11%,-10%,-4%,5%,-11%,-22%,?
GLS inh,-12%,-5%,-2%,-7%,-11%,0%,7%,-7%
HP1b binding inh,10%,18%,23%,15%[57 µM],36%[activator],19%,14%,-13%
G9a inh,?,22%,5%[59 µM],1%,3%[59 µM],2%,?,?
ERG Ets-DNA blk,10%,-2%,-1%,-20%,2%,5%,0%,2%
PI4K2A inh,-4,0,3,1,3,4,-4,0

(9) CCOc1ncccc1C(=O)OCC(=O)NC(=O)NC(C)C
(10) COCCCNC(=O)c1c(NC(=O)c2cc(=O)c3ccccc3o2)sc2c1CCCC2
(11) N#Cc1nc(-c2cccs2)oc1N1CCN(c2ccccc2)CC1
(12) Cc1ccc(S(=O)(=O)N2CCOCC2)cc1C(=O)NC(=S)N(Cc1ccccc1)C(C)C
(13) CCCc1nc(NC2CCCCC2)c(C#N)c2c1COC(C)(C)C2
(14) CCOC(=O)c1c(Nc2cccc(C)c2)nnc(-c2ccccc2)c1-c1ccccc1
(15) CCCc1nnc(NC(=O)C2CC(=O)N(CCc3ccc(F)cc3)C2)s1 (stereo unspecified)
(16) O=C(NC1CC1)c1ccc(C2SCC(=O)N2Cc2ccccc2)cc1 (stereo unspecified)

Screen / compound no.,9,10,11,12,13,14,15,16
BAZ2B inh,-2%,24%,?,?,17%,?,-24%,13%
Tb PGK inh,4%,-9%,-3%,-2%,-8%,5%,-1%,i
Pin1 inhibitor,0%,6%,8%,-1%,2%,2%,-16%,-7%
JMJD2A Tudor,19%,-9%,?,-15%,20%,?,-12%,1%
GLS inh,0%,16%,5%,13%,-3%,-10%,0%,0%
HP1b binding inh,36%[activator],55%[activator],-20%,19%,43%[activator],1%,-8%,38%[activator]
G9a inh,-1%,23%[59 µM],8.9µM*,?,39%,?,?,20%
ERG Ets-DNA blk,-5%,?,8%,.,.,3%,25%,13%
PI4K2A inh,6,-3,1,0,-4,7,-2,3

(17) Cc1cc(S(=O)(=O)N(Cc2ccc(C(C)(C)C)cc2)Cc2cccs2)ccc1-n1cnnn1
(18) COc1ccc(NC(=O)C2CCCN(S(=O)(=O)c3c(C)[nH]c(=O)[nH]c3=O)C2)cc1Cl (stereo unspecified)
(19) Cc1ccc(-c2cc(C(=O)Nc3cnn(C(C)C)c3)no2)cc1
(20) COc1c(C(C)C)oc2cc3oc(=O)ccc3cc12
(21) O=C(CN(C(=O)CSc1nc2ccccc2o1)c1ccccc1F)NC1CCCCC1
(22) COc1ccc(OC2C(=O)N(Cc3ccc4c(c3)OCO4)C2c2cccs2)cc1 (stereo unspecified)
(23) OC[C@@H](O)[C@@H](O[C@H]1O[C@H](CO)[C@@H](O)[C@H](O)[C@H]1O)[C@H](O)[C@@H](O)CO
(24) O=c1c2ccccc2nc(-c2ccc(Cl)cc2Cl)n1CCCn1ccnc1

Screen / compound no.,17,18,19,20,21,22,23,24
BAZ2B inh,-7%,-16%&-1%,-9%,?,4%,-5%,-16%,-29%[57.1 µM]
Tb PGK inh,-12%,-6%,12%,i,-3%,-2%[11.5 µM],-3%,-3%
Pin1 inhibitor,-1%,-9%&-1%,-6%,0%,4%,-1%,-1%,4%
JMJD2A Tudor,-27%[57.1 µM],-8%&-20%,-25%,1%,-4%,-15%,-22%,-23%
GLS inh,-1%,2%&1%,16%,-1%,1%,0%,4%,11%
HP1b binding inh,55%[activator],16%&7%,3%,9%,43%[activator],8%,15%,17%
G9a inh,17%[59 µM],7%,-39%,?,-19%,-2%[59 µM],-9%[59 µM],21%
ERG Ets-DNA blk,3%,9%&-3%,-1%,2%,2%,.,-3%,5%
PI4K2A inh,-4,-1&0,18,1,2,-3,3,-2

(25) Cc1cc(Cl)ccc1NC(=S)N(CCCN1CCOCC1)Cc1cccs1
(26) C[C@H](NC(=O)c1ncn(Cc2ccccc2)c1C(=O)N[C@@H](C)c1ccccc1)c1ccccc1
(27) CN(CC(=O)Nc1cccc(F)c1)C(=O)Cc1n[nH]c(=O)c2ccccc12
(28) S=c1[nH]nc(/C=C/c2ccccc2)o1
(29) [N-]=[N+]=N[C@@H](CCN1CC[C@H](O)CCC1=O)c1ccccc1
(30) Cn1c(SCC(N)=O)nnc1-c1ccc(S(=O)(=O)N2CCCC2)cc1
(31) CCN(C(=O)COC(=O)CNC(=O)c1ccc(Cl)cc1Cl)c1c(N)n(Cc2ccccc2)c(=O)[nH]c1=O
(32) O=S1(=O)CC2N=C(N(Cc3ccc(F)cc3Cl)c3ccccc3F)SC2C1 (stereo unspecified)

Screen / compound no.,25,26,27,28,29,30,31,32
BAZ2B inh,-5%,?,3%,-12%,?,-3%,.,-1%
Tb PGK inh,-5%,0%,-3%,-13%,-2%,0%,-2%,-1%
Pin1 inhibitor,-2%,-2%,0%,-5%,-4%,-3%,1%,1%
JMJD2A Tudor,-9%,-24%,-10%,-21%,-1%,-4%,-9%,-9%
GLS inh,11%,17%,1%,-15%,2%,4%,2%,-2%
HP1b binding inh,-11%,36%,8%,15%,31%,14%,27%,38%
G9a inh,?,2%[0.501 µM],-39%[0.501 µM],22µM*,-3%,4%,.,18%
ERG Ets-DNA blk,3%,-5%,-1%,6%,10%,-13%,-9%,-2%
PI4K2A inh,-2,0,-4,3,4,3,3,-2

(33) Cc1ccc(CC(=O)Nc2ccc(OC(F)F)c(Cl)c2)cc1C
(34) CCc1nnc(SCC(=O)NCCC2=CCCCC2)nc1CC
(35) COCCNC(=O)CN(C(=O)CCC(=O)Nc1ccccn1)c1cc(C)ccc1C
(36) CN(C)S(=O)(=O)c1cccc(NC(=O)CCc2c[nH]c3ccccc23)c1
(37) Cc1cccc(CSc2nnc(-c3ccco3)o2)c1
(38) CCCc1cc(Nc2ccccc2OCC)n2ncnc2n1
(39) CC1CCCCC1NC(=O)c1ccc(S(=O)(=O)NCC2CCCO2)cc1 (stereo unspecified)
(40) CC1CC(C)(C)N2C(=O)C(=C(C#N)C#N)c3cccc1c32 (stereo unspecified)

Screen / compound no.,33,34,35,36,37,38,39,40
BAZ2B inh,7%,-3%,5%,-28%,-6%,-21%[57.1 µM],-9%,-22%
Tb PGK inh,-1%,-12%,-8%,-3%,-5%,-6%,7%,-5%
Pin1 inhibitor,9%,-6%,-3%,0%,-4%,2%,1%,-7%
JMJD2A Tudor,0%,-8%,-6%,-23%,31%,?,-7%,-15%
GLS inh,0%,3%,-2%,-8%,3%,20%,2%,6%
HP1b binding inh,37%,49%[activator],23%,-2%,58%[activator],66%[activator],27%,14%
G9a inh,33%[59 µM],11%[59 µM],12%,-31%,51%,-5%,-5%[12.7 µM],?
ERG Ets-DNA blk,0%,-17%,-13%,0%,-1%,0%,0%,-1%
PI4K2A inh,-12,-6,-4,3,-2,0,-11,0

From no. 33 up to 34, as listed above:
(33) Cc1ccc(CC(=O)Nc2ccc(OC(F)F)c(Cl)c2)cc1C
(34) CCc1nnc(SCC(=O)NCCC2=CCCCC2)nc1CC

Screen / compound no.,33,34
BAZ2B inh,7%,-3%
Tb PGK inh,-1%,-12%
Pin1 inhibitor,9%,-6%
JMJD2A Tudor,0%,-8%
GLS inh,0%,3%
HP1b binding inh,37%,49%[activator]
G9a inh,33%[59 µM],11%[59 µM]
ERG Ets-DNA blk,0%,-17%
PI4K2A inh,-12,-6

The listing continues:
(41) CN1CCc2c(OCc3ccc(F)cc3)cccc2C1=O
(42) COC(=O)c1ccc(/C=C2/C(=O)Oc3ccccc32)cc1
(43) CC(=O)c1cccc(NC(=O)Cc2ccc(NC(=O)N3CCCCc4ccccc43)cc2)c1
(44) COc1ccc(NC(=O)N2CCOCC2)cc1OC
(45) CC1=NNC(=O)/C1=C\c1cn(-c2ccccc2)nc1-c1ccc(Cl)cc1
(46) COc1ccc(CCNC(=O)c2cccnc2)cc1OC

Screen / compound no.,41,42,43,44,45,46
BAZ2B inh,-3%,?,-19%,-6%,?,-1%
Tb PGK inh,7%,-3%,-3%,-7%,4%,-2%
Pin1 inhibitor,1%,4%,18%,0%,-3%,-2%
JMJD2A Tudor,8%,-14%,-14%,10%,-20%,-4%
GLS inh,-7%,?,4%,29%,-3%,4%
HP1b binding inh,20%,-2%,43%[activator],32%,-10%,33%
G9a inh,11%,-32%,8%[59 µM],-4%[12.7 µM],-7%[12.7 µM],-1%[59 µM]
ERG Ets-DNA blk,-6%,5%,-4%,-2%,4%,-7%
PI4K2A inh,-18,22,11,4,-1,1
